Assay outcomes from PubChem BioAssay.
mIDH1 inhibitor – blocks human mutant IDH1 R132H enzyme; IDH1-R132H enzyme, NADPH consumption, diaphorase/resazurin fluorescence; Potency, µM (doses to about 76.6 µM), for inactives: top-dose activity change, negative = inhibition, actives largely listed as inhibitors; 390,000 compounds, 0.093% hits; note: potency is the fitted concentration of half-maximal effect; % is set by controls: 0 for no effect and ±100 for the full control effect; nearly all actives have a fitted effect of over 65% in size
Target sequence (O75874 whole entry R132H, stated change not applied): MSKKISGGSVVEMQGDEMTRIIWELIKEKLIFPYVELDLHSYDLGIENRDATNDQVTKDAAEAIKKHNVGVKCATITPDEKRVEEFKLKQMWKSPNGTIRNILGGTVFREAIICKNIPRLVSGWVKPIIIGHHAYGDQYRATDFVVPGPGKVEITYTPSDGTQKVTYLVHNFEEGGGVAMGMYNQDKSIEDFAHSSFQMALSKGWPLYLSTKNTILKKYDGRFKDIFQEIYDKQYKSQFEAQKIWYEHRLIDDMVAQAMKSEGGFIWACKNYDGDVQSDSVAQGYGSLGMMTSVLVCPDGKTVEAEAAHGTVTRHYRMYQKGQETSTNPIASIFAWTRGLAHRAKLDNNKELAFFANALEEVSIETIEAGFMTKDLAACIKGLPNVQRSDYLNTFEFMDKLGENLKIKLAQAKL
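IDH1-R132H (0.5 ug/mL) preincubated 30 min with compound, then NADPH (0.016 mM) and alpha-KG (2 mM) added; 80 min at RT, pH 7.5. Remaining NADPH coupled via diaphorase/resazurin to fluorescence (540/590 nm); concentration-response curves normalized to no-enzyme control.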
LDHA block – inhibitors of human lactate dehydrogenase A | P00338 | purified LDHA, NADH/diaphorase-resazurin fluorescence; stronger effect = lower value | activity change, % (values are at about 110 or 230 µM) | 480,000 compounds, 0.15% hits; in the data active = activity change below about -30%; inconclusive = mostly about -25% to -30%;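 note: plate controls were DMSO wells for no effect and wells without enzyme for full effect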
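LDH5 2 nM; NADH 0.06 mM, pyruvate 0.2 mM; 200 mM Tris pH 7.4, EDTA, Tween-20; 5 min RT. Detection: diaphorase 0.133 mg/mL + resazurin 37 µM, fluorescence ex540/em590 at 0 and 20 min; normalized to enzyme-free and DMSO wells.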
RXFP1 agonist – activates the human relaxin receptor RXFP1; Q9HBX9; HEK293T-RXFP1 cAMP TR-FRET, 30 min; response scale: percent of porcine relaxin response, buffer zero; Potency, µM (series often up to 57.5 µM), for the others: at the highest dose activation, usual class: activators; 370,000 compounds, 0.3% hits; note: potency is the fitted concentration of half-maximal effect; % is set by controls: 0 for no effect and ±100 for the full control effect; nearly all actives have a fitted effect of over 60% in size; many of its hits are not listed in these tables
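HEK293 cells stably expressing RXFP1, treated 30 min at 37C with compounds plus PDE4 inhibitor Ro 20174; cAMP measured by HTRF TR-FRET. Normalized to buffer and 29 nM porcine relaxin; EC50 by Hill fit.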
TrxR1 substrate – rat thioredoxin reductase 1 substrate activity; O89049; purified TrxR1 substrate turnover, NADPH consumption readout; Potency, µM (titrated, usually from 114 µM), without a hit: top-dose activity change, negative = substrate turnover; 390,000 compounds, 0.01% hits; AID 588456; note: potency is the fitted concentration of half-maximal effect; % is set by controls: 0 for no effect and ±100 for the full control effect; nearly all actives have a fitted effect of over 50% in size
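Rat TrxR1, dispensed at 90 nM, was prereduced with 400 uM NADPH (final) for 5 min at ~22 deg C, then incubated with compound 15 min before 400 uM selenite. A first-read NADPH fluorescence drop versus no-compound background flagged substrates.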
GRP78 ERSR act – inducers of ER stress response in human glioma cells. U87-MG GRP78 promoter luciferase reporter, 16 h. Potency, µM, for inactives: at the highest dose activation, actives largely listed as activators. 420,000 compounds, 0.02% hits; note: potency is the fitted concentration of half-maximal effect; series mostly up to about 76 µM; % of control where 0% means no effect; nearly all actives have a fitted effect of over 35% in size
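ERSR induction read as luciferase luminescence (Bright-Glo, 10 min at room temperature) in stably transfected human U87-MG glioma cells exposed to compounds for 16 h, using GRP78 as sensor.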
Vif-APOBEC3F blk – Vif-A3F binding inhibition; HeLa A3F-eYFP + Vif (tagged APOBEC3F with the HIV-1 protein that degrades it), YFP fluorescence increase; Potency, µM (doses to about 46.1 µM), for the others: at the highest dose activity, negative = active; 390,000 compounds, 0.2% hits; AID 602313; note: potency is the fitted concentration of half-maximal effect; % of control where 0% means no effect; nearly all actives have a fitted effect of over 65% in size
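Fluorescence increase (Ex 488/Em 500-530) after overnight compound treatment at 37 deg C flags inhibition of Vif-driven A3F-eYFP loss in stable HeLa A3F-eYFP/Vif cells seeded overnight beforehand.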
USP1 inh – inhibitors of human USP1/UAF1 deubiquitinase. O94782. recombinant USP1/UAF1, Ub-Rhodamine cleavage fluorescence. Potency, µM (highest dose often 57.1 µM), without a hit: top-dose activity change, negative = inhibition, actives largely listed as inhibitors. 390,000 compounds, 0.23% hits; note: potency is the fitted concentration of half-maximal effect; % is set by controls: 0 for no effect and ±100 for the full control effect; nearly all actives have a fitted effect of over 60% in size; inactives centre near -12
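USP1/UAF1 complex at 1 nM was preincubated with compound for 15 min at room temperature, then Ub-Rho substrate (150nM final) was added. Fluorescence (480/540 nm) was read kinetically, 6 reads every 60 seconds.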
PI4K2A block – blocks human PI4K2A kinase activity | activity change, negative = inhibition, % at 76.9 µM | purified PI4K2A, ADP-Glo luminescence, 1 h; stronger effect = lower value | 420,000 compounds, 0.13% hits | Q9BTU6; in the data active = activity change below about -50%; inconclusive = mostly about -30% to -49%;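 note: -100% = wells without enzyme as full effect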
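Compounds are screened against recombinant PI4K2A using PI as substrate and ATP, the latter dispensed at 300 microM. Reactions run one hour at ambient temperature before ADP-Glo detection; full inhibition defined by wells lacking enzyme.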
Vif-A3G inh – Vif-A3G binding inhibition; 410,000 compounds, 0.076% hits; Potency, µM (series often up to 46.1 µM), for inactives: at the top dose activity, negative = active, actives largely listed as inhibitors; AID 602310; HeLa A3G-eYFP + Vif (tagged APOBEC3G with the HIV-1 protein that degrades it), YFP fluorescence, overnight;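 note: potency is the fitted concentration of half-maximal effect; % is set by controls: 0 for no effect and ±100 for the full control effect; nearly all actives have a fitted effect of over 60% in size; hits raise eYFP signal because A3G escapes Vif-driven loss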
Target sequence (Q9HC16 whole entry, looked up): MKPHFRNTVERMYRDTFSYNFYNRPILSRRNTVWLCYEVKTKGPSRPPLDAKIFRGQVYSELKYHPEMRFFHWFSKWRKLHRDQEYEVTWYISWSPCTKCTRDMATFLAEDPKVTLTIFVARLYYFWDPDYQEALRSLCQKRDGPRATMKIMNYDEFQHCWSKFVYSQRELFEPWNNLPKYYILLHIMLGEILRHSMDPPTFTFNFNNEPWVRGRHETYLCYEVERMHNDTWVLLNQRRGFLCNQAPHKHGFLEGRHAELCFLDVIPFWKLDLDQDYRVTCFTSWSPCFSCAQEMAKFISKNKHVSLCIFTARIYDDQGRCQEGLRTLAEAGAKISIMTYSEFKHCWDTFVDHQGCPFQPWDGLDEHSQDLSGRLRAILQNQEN
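Read-out is eYFP fluorescence (Ex 488/Em 500-530) from Vif-expressing HeLa A3G-eYFP cells; more signal means A3G escaped Vif-mediated degradation. Cells plated overnight, compound pinned in, incubated overnight at 37 deg C.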
The depositor's hits bear a star; u = inconclusive; x = no result given; & = joins results of further samples; [ ] = remark or other dose. Unless noted, calls come from the whole dose curve; as a rule, active = well fitted curve in the direction sought with a large enough effect; inconclusive = small, poorly fitted or top-dose-only effect, or another doubt; inactive = no such curve, though single readings can be large; an effect the other way counts as inactive or inconclusive.

SMILES	mIDH1 inhibitor	LDHA block	RXFP1 agonist	TrxR1 substrate	GRP78 ERSR act	Vif-APOBEC3F blk	USP1 inh	PI4K2A block	Vif-A3G inh
COc1ccc(/C=C2\CCC(C3CCCC3)C2=O)cc1Cn1cccn1 (stereo not drawn)	12%	2	-1.7%	-7%	3%	-4%	-2%	-1	-3%
CC1Sc2ccc(S(=O)(=O)NCCc3ccc(S(N)(=O)=O)cc3)cc2NC1=O (stereo not drawn)	2%	-1	-0.9%	-3%	0%	-3%	-11%	5	-5%
Cc1ccc(NC(=O)CN2C(=O)S/C(=C\c3ccc(OCC(=O)O)c(Br)c3)C2=O)cc1	-3%	-1	0.8%	-10%	-3%	-4%	-9%	3	1%
O=C(Nc1ccc(S(=O)(=O)N2CCc3ccccc32)cc1)c1ccco1	-3%	-2	-0.6%	-1%	-1%	-4%	-21%	10	-1%
CC(C)Oc1cccc(OCCN2C(=O)c3ccccc3C2=O)c1	4%	4	3.1%	7%[57.1 µM]	4%	-3%	-9%	-4	-13%
N/C(=N\OC(=O)COc1ccc(Br)cc1)c1ccncc1	2%	-2	0.1%	-3%	0%	4%	-20%	-4	0%
COc1ccc(-n2c(C(C)(C)C)csc2=Nc2c(C)n(C)n(-c3ccccc3)c2=O)cc1	7%	-8	4.9%	-13%	-1%	-18%	3%	2	2%
Cc1ccccc1OCC(=O)Nc1c(C)ccc2nsnc12	0%	-4	14%	16%	-4%	4%	-4%	-6	-4%
O=C(Nc1ccc(-c2csnn2)cc1)C(Cl)(Cl)Cl	-4%	-8	0.2%	2%	1%	16%	-19%	4	0%
COc1cccc(C(NC(C)=O)c2nc(-c3csc4ccccc34)cs2)c1 (stereo not drawn)	x	-2	x	x	0%	x	x	-3	-28%
COc1ccc(-c2nnc(Nc3ccc(CC(N)=O)cc3)c3ccccc23)cc1	4%	-4	-0.5%	0%	-2%	-15%	-1%	-5	0%
O=C(COc1ccccc1Cl)Nc1ccc(S(=O)(=O)Nc2ccccn2)cc1	0%	2	-0.3%	14%	0%	-4%	-5%	-5	-1%
Cc1ccc(CNC(=O)C2C3C=CC(C3)C2C(=O)O)cc1 (stereo not drawn)	4%	-6	0.1%	7%[57.1 µM]	-4%	-2%	-9%	5	1%
CCCOc1ccc(-c2c(C(=O)N/N=C(\C)c3cccs3)nnn2-c2nonc2N)cc1	-4%	-16	0.1%	-10%	0%	0%	-8%	-2	0%
COCCn1nnnc1C(CC(C)C)N1CCN(c2ccccc2)CC1 (stereo not drawn)	-2%	-9	-0.4%	-8%	-2%	1%	-6%	4	-8%
CC(=O)Oc1oc(-c2ccccc2)nc1/C=N/c1ccccn1	-2%	-1	0.0%	-3%	2%	-3%	-22%	-3	-1%
CCOC(=O)C(Cc1ccccc1)C(=O)Nc1ccccc1C (stereo not drawn)	3%	-1	2.1%	4%	-6%	-9%	-8%	-3	0%
Nc1nc(C2CCCCC2)cs1	9%	8	0.3%	5%[57.1 µM]	0%	-4%	-2%	4	0%
CC1(C)CC(=O)C2=C(C1)OC1=C(C2)C(=O)CC(C)(C)C1	2%	-2	1.3%	0%	-3%	-4%	-15%	0	3%
O=C(CC(Nc1ccc(Cl)cc1)C(=O)O)c1ccccc1 (stereo not drawn)	3%	-3&-2	-0.6%	-3%	-5%	-3%	-15%	-10	-1%
COc1cc(NC(=O)Nc2cccc(-c3noc(C)n3)c2)cc(OC)c1OC	8%	-3	4.0%	3%[57.1 µM]	-2%	1%	u	6	-10%
N#CC1=C(N)N2C(=C(C#N)C1c1ccc(Br)cc1)Nc1ccccc12 (stereo not drawn)	9%	-1	1.8%	3%	-3%	u	-22%	-3	-16%
CCOC(=O)C1CCCN(Cc2ccc(OCc3ccccc3)cc2)C1 (stereo not drawn)	7%	-13	-0.1%	-6%	2%	1%	0%	-2	2%
COc1ccc(C2/C=C\CN(Cc3ccncc3)CC(=O)N2Cc2ccc(F)cc2)cc1 (stereo not drawn)	4%	-3	6.4%	3%&4%	-1%&-2%	0%	-10%	1	0%&-3%
CCCc1ccc2oc(C(=O)N(C)Cc3cnccn3)c(C)c2c1	-8%	-8	4.7%	-2%	0%	-9%	-2%	4	3%

Remaining list, next part:
SMILES	mIDH1 inhibitor	LDHA block	RXFP1 agonist	TrxR1 substrate	GRP78 ERSR act	Vif-APOBEC3F blk	USP1 inh	PI4K2A block	Vif-A3G inh
CC(=O)Nc1nnc(COc2ccc(Cl)cc2)s1	-6%	-11	-3.5%	4%[57.1 µM]	-2%	2%	0%	8	-5%
O=C1CCCN1c1ccc(S(=O)(=O)Nc2cccnc2)cc1	-5%	-3	15%	-6%[57.1 µM]	2%	-7%	-9%	2	1%
O=C(CN1C(=O)NC2(CCCCC2)C1=O)N1CCN(S(=O)(=O)c2ccc(F)c(F)c2F)CC1	4%	-1	-0.5%	-3%	-6%	2%	-11%	-7	-1%
CC(C)Sc1nc2[nH]ncc2c(=O)[nH]1	-2%	-4	0.1%	10%[57.1 µM]	-3%	-7%	-9%	0	-4%
c1ccc2c(c1)Sc1cnccc1N2CC1CO1 (stereo not drawn)	9%	-14	x	x	-2%	8%	u	-2	1%
COc1ccc(-c2cc(C(F)(F)F)nc(S(C)(=O)=O)n2)cc1OC	0%	-5	10%	-2%	-15%	-4%	-11%	5	u
Cc1cc(C)n(C(=O)c2ccc(NC(=O)C3COc4ccccc4O3)cc2)n1 (stereo not drawn)	2%	2	0.2%	-9%[57.1 µM]	4%	2%	-20%	5	4%
CCOc1ccc(CCNC(=O)C2CCN(c3nnc(-n4cccc4)s3)CC2)cc1	-2%	-9	-1.5%	0%	-7%	-4%	1%	1	4%
CCN(C(=O)c1cc(S(=O)(=O)N2CCc3ccccc32)cn1C)c1cccc(C)c1	3%	3	7.2%	74%[activator]	0%	8%	-9%	10	1%
COc1cc(OC)cc(C(=O)NNC(=O)CCNS(=O)(=O)c2ccc(C)c(C)c2)c1	5%	-5	0.8%	1%	-5%	4%	-16%	6	-1%
NS(=O)(=O)c1ccc(CCNC(=O)CC(NC(=O)c2ccccc2Cl)c2ccccc2)cc1 (stereo not drawn)	7%	-8	-0.3%	6%	-3%	7%	-9%	4	0%
COc1ccc2[nH]cc(CCNC(C)=O)c2c1	9%	-10	x	16%[57.1 µM]	-2%&-1%&-2%&-1%&-1%&-4%	-3%	11%	1&1&4	-3%
O=C(COc1ccccc1)Nc1nnc(S(=O)(=O)Nc2ccccc2)s1	-3%&-9%	-1&-14	-3.5%&-1.1%	1%	-3%&0%	-1%&3%	-23%&-10%	3&-4	-9%&-2%
Fc1ccccc1Oc1ncnc2c1oc1ccccc12	19%	-3&-18	0.4%	-14%[57.1 µM]	-2%	-3%	-17%	-5	-3%
Cc1ccc(N(C(=O)c2csnn2)C(C(=O)NC(C)(C)C)c2ccccn2)cc1 (stereo not drawn)	-13%	-9	-1.2%	-3%	-2%	7%	-13%	2	-3%
COc1ccc(/C=C2\SC(=S)N(CCCC(=O)N3CCOCC3)C2=O)cc1OC	-6%	-3	0.3%	-3%	-6%	-27%	-7%	2	4%
C/C(=N\O)c1ccc2[nH]ccc2c1	11%	-1	1.1%	-6%[57.1 µM]	4%	0%	-2%	6	1%
O=C(CCn1c(=S)oc2ccccc21)NC1CCCCC1	3%	-1	15%	10%	-5%	0%	-14%	1	2%
COc1cccc(S(=O)(=O)NCc2ccc3c(c2)OCO3)c1	2%	-3	0.2%	7%	-4%	-5%	-5%	-4	2%
COCCCNC(=O)CN(c1cc(Cl)ccc1OC)S(C)(=O)=O	7%	-5	3.3%	6%[57.1 µM]	-4%	-8%	-16%	5	-4%
C/C(=N\NC(=O)CNC(=O)c1cccs1)c1ccc(Cl)c(Cl)c1	-8%	-6	-3.7%	-6%	3%	-21%	-26%	1	-15%
O=C(NC1CCCCCC1)C1CCN(C(=O)c2cccc(Cl)c2)CC1	0%	0	0.5%	6%	-5%	1%	-19%	2	0%
CCOc1cc(/C=C2\C(=N)N3N=C(CC)SC3=NC2=O)ccc1OCCOc1ccc(NC(C)=O)cc1	-4%	-4	1.6%	2%	-2%	4%	-23%	0	0%
CCCc1ccc(-c2cc(NC(=O)CSc3n[nH]c(N)n3)n(-c3ccccc3)n2)cc1	-2%	5	1.2%	-12%	8%	-2%	-10%	0	-13%
CCCn1c(SCC(=O)N2CCCCC2)nnc1-c1ccco1	7%	-7	-3.1%	-3%	-3%	1%	-3%	4	1%
CCN(CC)S(=O)(=O)c1cccc(C(=O)NC(C(=O)NCCc2ccccn2)C(C)C)c1 (stereo not drawn)	1%	-2	x	7%	-1%	7%	-5%	4	1%
O=C(O)Cc1ccc2c(c1)N(S(=O)(=O)c1cccs1)CC(C(=O)O)O2 (stereo not drawn)	18%	-1	1.3%	-1%	8%	-4%	-4%	-4	1%
Cc1oc(-c2cc(Cl)cc(Cl)c2)cc1C(=O)NCCc1ccccc1	-5%	-13	3.3%	3%	-1%	-7%	-11%	-2	2%
OCCNCc1cc(Br)ccc1OCc1ccc(F)cc1	9%	-4	3.3%	1%	-2%	-1%	-6%	2	-4%

3 entries from above, ordered by the value under TrxR1 substrate, smallest number first.
Molecule	TrxR1 substrate
COc1ccc(/C=C2\SC(=S)N(CCCC(=O)N3CCOCC3)C2=O)cc1OC	-3%
COc1ccc(-c2cc(C(F)(F)F)nc(S(C)(=O)=O)n2)cc1OC	-2%
COc1cc(OC)cc(C(=O)NNC(=O)CCNS(=O)(=O)c2ccc(C)c(C)c2)c1	1%

These rows are one share of the data, so the mix of outcomes need not match the whole.
